Polio RdRp inh: poliovirus RNA polymerase inhibition | P03300 | poliovirus polymerase elongation, fluorescence polarization; active compounds read low | % elongation, % (compound at 16.7 µg/mL) | 150,000 tested, 0.66% active; in the data active = % elongation below about 90%; note: some results filed as inactive read as strong as hits
Target sequence (P03300 1749-2209 limits assumed): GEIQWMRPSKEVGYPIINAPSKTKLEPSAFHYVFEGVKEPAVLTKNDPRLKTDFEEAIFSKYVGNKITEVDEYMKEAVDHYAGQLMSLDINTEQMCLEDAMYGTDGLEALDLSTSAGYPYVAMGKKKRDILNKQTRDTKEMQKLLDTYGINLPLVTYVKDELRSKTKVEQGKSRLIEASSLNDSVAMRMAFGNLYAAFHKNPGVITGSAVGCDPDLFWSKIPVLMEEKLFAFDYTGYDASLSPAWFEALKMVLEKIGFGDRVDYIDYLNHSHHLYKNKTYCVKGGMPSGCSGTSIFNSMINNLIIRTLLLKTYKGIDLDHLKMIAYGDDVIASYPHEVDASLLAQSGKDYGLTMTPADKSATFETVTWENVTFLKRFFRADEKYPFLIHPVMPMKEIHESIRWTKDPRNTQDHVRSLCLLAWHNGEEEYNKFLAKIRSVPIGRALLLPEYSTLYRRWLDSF
Polio RdRp inh FP z-score: recorded beside Polio RdRp inh, whose call it bears; z-score; measured here: FP z-score; hits read low
* marks the source's active call; other numbers are inactive results. Only part of the results is shown; the hit share may differ from the screen's.

SMILES	Polio RdRp inh	Polio RdRp inh FP z-score
Cc1ccc(N(C)C(=O)C2CCN(S(=O)(=O)c3cn(C)cn3)CC2)cc1	99.0	-1.6
COc1cc(/C=N\n2cn[nH]c2=S)cc(OC)c1OC	100.0	-0.6
CSc1nnnn1-c1ccccc1	103.0	-0.1
O=C(Nc1nc2cc3c(cc2s1)OCO3)c1ccc2ncsc2c1	99.0	-0.6
N#CCC1=NC(=O)/C(=C/c2ccc(F)cc2)S1	109.0	0.7
C=C(C)CSc1nnc(-c2cccc(S(=O)(=O)N3CCOCC3)c2)n1-c1cccc(Cl)c1	103.0	-0.2
O=C(O)c1cccc(NC(=S)NC(=O)c2cccnc2)c1	99.0	-0.7
N#Cc1ccccc1OCC(=O)C12CC3CC(CC(C3)C1)C2	106.0	0.3
Cc1ccc(C(=O)NC(=S)NCc2ccco2)cc1	103.0	0.3
COCCNCc1c(C(=O)O)c(C)n(Cc2ccccc2C)c1C	101.0	0
O=C(CC1Oc2ccccc2NC1=O)NCc1ccc(F)cc1 (stereo unspecified)	103.0	-0.4
Cc1ccccc1OCCN1C(=O)NC2(CCC(C)CC2)C1=O (stereo unspecified)	105.0	0.2
CCCSc1ncc(Cl)c(C(=O)N(Cc2ccccc2)c2ccc(OC)cc2)n1	107.0	0.2
O=C(NCCc1ccccc1)c1nn2cccnc2c1Cl	99.0	-0.7
OC(CN1CCN(c2cccc(Cl)c2)CC1)Cn1c2ccccc2c2ccccc21 (stereo unspecified)	102.0	0.1
Cc1cc(NC(=O)S(=O)(=O)c2ccccc2)ccc1NC(=O)c1ccco1	101.0	-0.3
CCN(CC)C(=O)C1CCCN(C(=O)Nc2ccccc2)C1 (stereo unspecified)	101.0	0.4
CN(C)C(=O)Oc1nnc(SCCS(=O)(=O)c2ccc(F)cc2)n1C1CC1	102.0	0.2
CCCN(CCC)C(=O)c1ccccc1Cl	107.0	0.4
Cc1ccccc1NC(=O)c1nc(-c2ccncc2)no1	103.0	-0.7
Cc1ccc(-c2ccc(=O)n(CC(=O)NC3CCCCC3C)n2)cc1 (stereo unspecified)	101.0	0.2
COc1ccc(-c2onc(C)c2C)cc1S(=O)(=O)NCc1ccc(Br)cc1	108.0	0.3
CCc1ccccc1N(C)C(=O)c1cn(-c2cccc(OC)c2)c(=O)c2ccccc12	107.0	0.3
O=C(/C=C/c1cn(-c2ccccc2)nc1-c1cccs1)N1CCCC1	101.0	0
Cc1ccccc1OCc1ccc(-c2nc(C#N)c(NCc3cccnc3)o2)o1	106.0	0.3
O=S(=O)(c1ccc(Cl)cc1)c1nc(-c2cccs2)oc1SCc1ccc(F)cc1	109.0	1.2
COc1ccc(CNC(=O)Cn2c(SCC(=O)N(C)c3ccccc3)nc3ccccc32)cc1	111.0	1
Cc1cc(C(=O)Cn2cc(C(F)(F)F)ccc2=O)c(C)n1Cc1ccco1	107.0	0.5
C/C(=C\c1ccccc1)CN1CCCN(C)CC1	100.0	-0.1
COc1ccc(S(=O)(=O)c2cn(Cc3ccccc3)c3cc(N4CCCC4)c(F)cc3c2=O)cc1	111.0	0.9
CCc1noc(C)c1C(=O)N1CCOCC1	100.0	0
CCOC(=O)C1C(=O)Nc2nc(C)nn2C1c1ccccc1 (stereo unspecified)	100.0	-0.4
CCOc1ccccc1NC(=O)C1CCN(S(=O)(=O)c2ccc3c(c2)CCCN3C(C)=O)CC1	107.0	-0.1
Cc1[nH]c(=O)[nH]c(=O)c1N	100.0	-0.5
CCCCN(C)C(=O)C1CCCN(c2ncnc3onc(C)c23)C1 (stereo unspecified)	111.0	0.5
COc1ccc(CC(=O)NCc2nc3cccnc3n2Cc2ccc(C)cc2)cc1	113.0	1.1
Cc1nc2sccn2c(=O)c1S(=O)(=O)Nc1cc(C(F)(F)F)ccc1Cl	102.0	-0.5
S=C(S)OC1CC2CC1C1CCCC21 (stereo unspecified)	100.0	0
CCn1c(Cc2ccccc2)nnc1SCC(=O)N1CCCCC1C (stereo unspecified)	100.0	-0.5
CCCCN(S(C)(=O)=O)S(=O)(=O)c1ccc(OC)cc1	98.0	-0.4
CCOCCCNC(=O)c1ccc(NC(=O)N2CCCCc3ccccc32)cc1	110.0	0.4
COc1cccc(CN2c3ccccc3-c3nc(SCC(=O)Nc4ccccc4Cl)ncc3S2(=O)=O)c1	103.0	-0.8
Fc1ccccc1N1CCN(c2ncnc3[nH]ncc23)CC1	101.0	0
CCOc1cc(C(=O)Nc2ccc3oc(-c4ccc(CC)cc4)nc3c2)cc(OCC)c1OCC	103.0	-0.2
CCOc1ccc(NC(=O)CN2C(=O)CC(C)Sc3ccccc32)cc1 (stereo unspecified)	104.0	-0.3
CCC1=Nc2cc(C(=O)NCc3ccccc3OC)ccc2Sc2ccc(Cl)cc21	111.0	0.7
CN(C)CC(C)(C)Cn1c(=S)[nH]c2ccccc2c1=O	100.0	-0.5
Cc1cccc(NC(=O)CN2CCN(C(=O)c3cc(C4CC4)nn3-c3ccccc3)CC2)c1C	97.0	-0.4
COc1cccc(Nc2ccc(-n3ccnc3)nn2)c1	103.0	0.4
Brc1ccc2c(c1)CN(C1CCCCC1)CO2	101.0	-0.1
Cc1nc2c(C(=O)Nc3ccc(N4CCC(O)CC4)cc3)snc2c(=O)[nH]1	101.0	0.1
CCN(CC)c1ccc(/C=C(/C#N)C(=O)NC(C)C)o1	77.0	-4.8
COc1cccc(-c2cc(C(=O)Nc3cc(Cl)ccc3O)on2)c1	104.0	-0.5
CCOc1ccc(NC(=O)C2CCN(c3nnc(-n4c(C)ccc4C)s3)CC2)cc1	104.0	-1.1
Cc1ccc2oc(C(=O)Nc3ccc(C)c(C)c3)cc(=O)c2c1	100.0	-0.7
Cc1cc2nc(-c3ccc(OCc4ccccc4F)cc3)cc(C(F)(F)F)n2n1	111.0	1.7
CCN(CC)c1ccc(C(=O)Oc2ccc(C(=O)OC)cc2)cc1	109.0	0.7
COCCCn1c(C)cc(C(=O)Cn2cnc3sc(-c4ccccc4)cc3c2=O)c1C	105.0	0.3
O=C(N1CCN(c2ccccc2)CC1)N(c1ccccc1)c1ccccc1	99.0	-0.9
CN(C)c1ccc(/C=c2\sc3c(C#N)cc(C(=O)c4ccccc4)n3c2=O)cc1	40.0	-6.3

(continued)
SMILES	Polio RdRp inh	Polio RdRp inh FP z-score
CCOc1ccc(NC2SC(=O)NC2=O)cc1 (stereo unspecified)	101.0	0.2
CC(=O)Nc1ccc(NC(=O)CNc2ccc(Br)cc2)cc1	108.0	0.5
Cn1nnnc1SC1CCCCN(C(=O)c2ccc(F)cc2)C1=O (stereo unspecified)	102.0	-0.1
N#Cc1ccccc1NC(=O)c1cccs1	101.0	-0.1
O=C1CCC(=O)N1CN(C(=O)C(F)(F)F)c1ccccc1	104.0	0.4
CCN(CC)C(=O)c1sc2nc(-c3ccncc3)[nH]c(=O)c2c1C	102.0	-0.3
CNC(=S)N1c2ccccc2CC1C (stereo unspecified)	102.0	-0.1
COC(CNC(=O)C1CCC(CNS(=O)(=O)c2ccc(C)cc2)CC1)OC (stereo unspecified)	100.0	0
O=C(NCc1ccco1)C1CCCN1S(=O)(=O)c1ccc(-c2ccc(=O)[nH]n2)s1 (stereo unspecified)	103.0	1
CC(Sc1nc2ncccc2o1)C(=O)N(C)c1ccc(F)cc1 (stereo unspecified)	100.0	-0.7
Cc1ccc(Cl)cc1NC(=O)N(Cc1ccc2c(c1)OCO2)C1CCN(Cc2ccccc2)CC1	106.0	-0.5
CCCn1c(NC(=O)c2ccc(OCc3c(C)noc3C)cc2)nc2ccccc21	111.0	0.4
Cc1ccccc1CN1c2ccccc2-c2nc(SCC(=O)Nc3cc(F)ccc3F)ncc2S1(=O)=O	112.0	0.4
CC1CCC(NC(=O)N(CCCl)N=O)CC1 (stereo unspecified)	95.0	-0.7
COc1ccc(CN2CCc3c(c(=O)n4ncc(C(=O)N5CCN(c6ccccc6F)CC5)c4n3C)C2)cc1	110.0	0.6
CC(=O)OC(C)(C)C1Cc2cc3ccc(=O)oc3cc2O1 (stereo unspecified)	99.0	-0.3
CCOc1cccc(C(=O)Nc2ccccc2C(=O)OC)c1	100.0	-0.1
Cc1ccc(CNS(=O)(=O)c2ccc(C(C)(C)C)cc2)n1C	100.0	-0.1
COc1ccc(CCNC(=O)Cn2c(=O)c3cccn3c3ccc(F)cc32)cc1OC	111.0	0.7
O=C1NC(=S)N/C1=C\c1ccco1	101.0	-0.2
Cc1ccc(NC(=O)Cn2c(=O)n(CCCCC(=O)NCc3ccccc3Cl)c(=O)c3ccccc32)cc1C	105.0	-0.2
O=C(c1cnn(-c2ccccc2)c1)c1ccccc1O	99.0	-0.2
CCOc1cc2c(cc1C(=O)O)OC(C)C2 (stereo unspecified)	101.0	0
O=C(CCn1c(=O)c2ccccc2n(CC(=O)NCCC2=CCCCC2)c1=O)NCc1ccc2c(c1)OCO2	103.0	0.4
CC(C)COc1ccc(/C=C2/SC(=Nc3ccccc3)N(N(C)C)C2=O)cc1	99.0	-0.2
O=C(NCc1ccc(Cl)cc1)c1ccc(NC(=O)N2CC3CCCN3c3ccccc32)cc1 (stereo unspecified)	108.0	0.4
Cc1ccc(Cl)cc1N1CCN(C(=O)c2cn(C)c3ccc(S(=O)(=O)N4CCCCC4)cc3c2=O)CC1	102.0	-0.4
COc1cc(CCNc2ccc3nnc(-c4ccccc4)n3n2)cc(OC)c1OC	106.0	2
O=C(COc1ccc2c(c1)C(=O)CC1(CCCCC1)O2)NCc1cccnc1	102.0	0.7
COC(=O)c1ccc(S(=O)(=O)N2CCc3ccccc32)n1C	101.0	-0.2
CC1CCCN(C(=O)C23CCC(C)(C(=O)C2)C3(C)C)C1 (stereo unspecified)	103.0	-0.1
O=c1[nH]nc2n1CCCC2	103.0	1.4
CCN(CC)C(=O)Cn1cc(SCC(=O)Nc2cccc(F)c2)c2ccccc21	113.0	-0.3
CCc1ccc2[nH]c(=O)c(C(c3nnnn3C3CCCC3)N(Cc3ccccc3)Cc3ccco3)cc2c1 (stereo unspecified)	102.0	0.2

From PubChem BioAssay
